Screening results (PubChem BioAssay)
Pf gametocyte = P. falciparum stage V gametocyte viability inhibition; P. falciparum stage V gametocytes, ATP luminescence, 24 h; inhibition, % at 10.9 µM; hit rate 0.065% among 150,000;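 active means inhibition above the mean plus 3 SD of compounds within the control limits, set per campaign, cut at about 38% in these data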;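 further: 0% = DMSO wells and 100% = medium only without gametocytes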
An asterisk follows results filed as active. Not all compounds are listed, so the mix of outcomes need not match the whole.

Results for C=CC[C@@H](Cc1ccc(F)cc1)C(=O)OC[C@H]1CCCN1C(=O)[C@@H](CC=C)CC(=O)N[C@H](CO)Cc1ccccc1 ?
Pf gametocyte: -8

What do the screens show for `O=c1[nH]c(=S)[nH]c2nc(-c3ccccc3)cnc12`?
Pf gametocyte: 24

How did COc1cccc2cc(-c3ccccc3)oc12 do in these assays?
Pf gametocyte: 1

Results for COc1cc(Cl)c(CN2CCC(CCC(=O)NC3CC3)CC2)cc1OC ?
Pf gametocyte: -6

What do the screens show for `Cc1ccc(N2CC(C(=O)Nc3ccccc3C(=O)NC3CCCCC3)CC2=O)cc1C` (stereo unspecified)?
Pf gametocyte: -1

What do the screens show for `COc1ccccc1/C=C/C(=O)N1CCc2cc(OC)c(OC)cc2C1C` (stereo unspecified)?
Pf gametocyte: 6

How did CCOc1cc(/C=C2/C(=O)NN(c3cccc(Cl)c3)C2=O)ccc1O do in these assays?
Pf gametocyte: 5

Results for Cn1nc(C(=O)N2CCOCC2)c2ccccc2c1=O ?
Pf gametocyte: 24

What do the screens show for `Cc1ccc2cccc(OCCCOc3ccccc3CO)c2n1`?
Pf gametocyte: 8

What do the screens show for `O=C(C[C@@H]1C/C=C\C[C@H](Cc2ccc(F)cc2)C(=O)OCCNC1=O)NCCO`?
Pf gametocyte: -29

Next part; it opens with the four that closed the last part.
How did CCOc1cc(/C=C2/C(=O)NN(c3cccc(Cl)c3)C2=O)ccc1O do in these assays?
Pf gametocyte: 5

Results for Cn1nc(C(=O)N2CCOCC2)c2ccccc2c1=O ?
Pf gametocyte: 24

What do the screens show for `Cc1ccc2cccc(OCCCOc3ccccc3CO)c2n1`?
Pf gametocyte: 8

What do the screens show for `O=C(C[C@@H]1C/C=C\C[C@H](Cc2ccc(F)cc2)C(=O)OCCNC1=O)NCCO`?
Pf gametocyte: -29

What do the screens show for `C(=N\N=C\c1ccncc1)/c1ccncc1`?
Pf gametocyte: 8

What do the screens show for `Cc1cc(C)c(C#N)c(Nc2cccc(C)c2C)n1`?
Pf gametocyte: 9

How did O=C(Nc1cccc2ccccc12)c1ccc([N+](=O)[O-])o1 do in these assays?
Pf gametocyte: 21

Results for CC(=O)c1ccc(CC2SC(N)=NC2=O)cc1 (stereo unspecified) ?
Pf gametocyte: 19

What do the screens show for `COc1ccc(N2CCN(C3CCCN(Cc4cccc(C(C)=O)c4)C3)CC2)cc1` (stereo unspecified)?
Pf gametocyte: -5

Results for COc1ccc(C(=O)NCC(C)NC(=O)c2ccc(OC)cc2)cc1 (stereo unspecified) ?
Pf gametocyte: 9

Results for O=C1NC2(CCCCO2)CO1 (stereo unspecified) ?
Pf gametocyte: -12

How did CN1CCN(S(=O)(=O)c2ccc(NC(=O)c3ccccc3Cl)cc2)CC1 do in these assays?
Pf gametocyte: -11

Results for COC(=O)[C@@]12CCCN1[C@H](c1ccc(-c3ccc(F)cc3)c(OC)c1)[C@H]1C(=O)N(C)C(=O)[C@H]12 ?
Pf gametocyte: -2

How did CCOc1ccc(OCCOCCOc2c(Cl)cccc2Cl)cc1 do in these assays?
Pf gametocyte: 18

Quoted at random: 4 entries already listed, in no set order.
What do the screens show for `COc1ccc(N2CCN(C3CCCN(Cc4cccc(C(C)=O)c4)C3)CC2)cc1` (stereo unspecified)?
Pf gametocyte: -5

How did CN1CCN(S(=O)(=O)c2ccc(NC(=O)c3ccccc3Cl)cc2)CC1 do in these assays?
Pf gametocyte: -11

Results for COC(=O)[C@@]12CCCN1[C@H](c1ccc(-c3ccc(F)cc3)c(OC)c1)[C@H]1C(=O)N(C)C(=O)[C@H]12 ?
Pf gametocyte: -2

Results for C=CC[C@@H](Cc1ccc(F)cc1)C(=O)OC[C@H]1CCCN1C(=O)[C@@H](CC=C)CC(=O)N[C@H](CO)Cc1ccccc1 ?
Pf gametocyte: -8

The listing continues.
How did COc1ccc(-c2cc(=O)oc3cc(OCC(=O)N(C)C)ccc23)cc1 do in these assays?
Pf gametocyte: -2

Results for COc1cc(/C=N/NC(=O)c2cc(-c3cccc(OC(C)C)c3)nc3ccccc23)ccc1O ?
Pf gametocyte: 0

Results for NC(=O)CC(NC(=O)c1ccccc1)c1ccc(N2CCC(Cc3ccccc3)CC2)c([N+](=O)[O-])c1 (stereo unspecified) ?
Pf gametocyte: -39

What do the screens show for `C=CC[C@@H](CC(=O)N[C@H](CO)Cc1ccccc1)C(=O)N[C@@H](COC(=O)[C@@H](CC=C)CC(=O)OC(C)(C)C)Cc1c[nH]c2ccccc12`?
Pf gametocyte: 14

What do the screens show for `COc1ccc([C@@]2(C(C)C)ON(c3ccccc3C(F)(F)F)C2=O)cc1`?
Pf gametocyte: -3

What do the screens show for `CCc1cc(C(=O)c2ccc(Br)cc2)c(NC(=O)CN(CC)CC)s1`?
Pf gametocyte: 7

How did Cc1ccc(-c2cc(C(=O)N/N=C/c3cccnc3)c3ccccc3n2)cc1C do in these assays?
Pf gametocyte: 2

How did COc1cc(C(=O)NCCNc2nc3c(C)c(C)ccc3cc2C#N)cc(OC)c1OC do in these assays?
Pf gametocyte: -12

What do the screens show for `COc1ccc2c(c1)sc1nc(=O)ccn12`?
Pf gametocyte: -8

What do the screens show for `O=c1oc2ccccc2cc1-c1nnc(-c2cccc(Br)c2)o1`?
Pf gametocyte: 3

Continued; the last three above are carried over.
How did COc1cc(C(=O)NCCNc2nc3c(C)c(C)ccc3cc2C#N)cc(OC)c1OC do in these assays?
Pf gametocyte: -12

What do the screens show for `COc1ccc2c(c1)sc1nc(=O)ccn12`?
Pf gametocyte: -8

What do the screens show for `O=c1oc2ccccc2cc1-c1nnc(-c2cccc(Br)c2)o1`?
Pf gametocyte: 3

Results for CC(=O)Nc1ccc(S(=O)(=O)N2CCN(c3ncccn3)CC2)cc1 ?
Pf gametocyte: 13

Results for COc1ccc2nc(C)cc(Nc3ccc(C)cc3)c2c1 ?
Pf gametocyte: 8

How did COCCN1C(=O)N(c2ccccc2)C(=O)C1CC(=O)Nc1cc(OC)cc(OC)c1 (stereo unspecified) do in these assays?
Pf gametocyte: 5

How did CCOC(=O)[C@H]1[C@H]2COc3ccccc3[C@@H]2N2C(=O)c3ccccc3NC(=O)[C@@]12C do in these assays?
Pf gametocyte: -9

Results for Cc1ccc(C(=O)NCc2ccc3c(c2)OCO3)cc1Cl ?
Pf gametocyte: 10

What do the screens show for `COc1ccc(S(=O)(=O)N2CCSCC2)cc1`?
Pf gametocyte: 7

What do the screens show for `Fc1ccccc1CN1CCCC(NC2CCC2)C1` (stereo unspecified)?
Pf gametocyte: 9

What do the screens show for `CSc1ncc(CNc2cc([N+](=O)[O-])ccc2C)c(N)n1`?
Pf gametocyte: -3

What do the screens show for `COc1ccc(OC)c(Nc2nc(NCc3ccco3)c3ccccc3n2)c1`?
Pf gametocyte: -7

Results for CC(C)(C)N1C(=O)[C@H]2[C@@H](c3ccc(Br)cc3)N3C(=O)N(c4ccccc4)C(=O)[C@@]3(Cc3ccccc3)[C@H]2C1=O ?
Pf gametocyte: 0

What do the screens show for `COc1ccc2oc(CS(=O)c3ccccc3)c(C(=O)O)c2c1` (stereo unspecified)?
Pf gametocyte: 0

What do the screens show for `CCNC(=S)N(CCO)Cc1cc2cc3c(cc2[nH]c1=O)OCO3`?
Pf gametocyte: -7

What do the screens show for `COC(=O)CN1C(=O)[C@H]2[C@@H](/C=C/c3ccccc3)N3C(=O)CN(CC4CC4)C(=O)[C@@]3(Cc3ccccc3)[C@H]2C1=O`?
Pf gametocyte: 20

Results for O=C(NCC1CC1)c1cccc2c1C(=O)c1ccc(N3CCCC3)cc1S2(=O)=O ?
Pf gametocyte: -23

Results for O=C1NC(Cc2ccccc2)C(=O)Nc2ccc(Br)cc21 (stereo unspecified) ?
Pf gametocyte: -7

What do the screens show for `O=c1[nH]c2ccc(S(=O)(=O)Nc3ccc(Cl)cc3)cc2[nH]1`?
Pf gametocyte: -4

How did COc1ccc([C@H]2CC(=O)C=C(c3ccc(Cl)cc3C)C2)cc1 do in these assays?
Pf gametocyte: 4

How did c1ccc(CC[C@@H]2CC[C@@H](CCc3ccccc3)N2)cc1 do in these assays?
Pf gametocyte: -19

Results for CSc1ccc(C2NC(=O)c3ccccc3N2)cc1 (stereo unspecified) ?
Pf gametocyte: 4

What do the screens show for `O=S(=O)(NC1CCN(S(=O)(=O)c2ccc3c(c2)OCCO3)C1)c1c(F)cccc1F` (stereo unspecified)?
Pf gametocyte: 5

Results for COc1cc(/C=C(\NC(C)=O)C(=O)N2CCCCC2)ccc1OC(C)=O ?
Pf gametocyte: 8

Results for CN1CCN(c2nc(-c3ccc(Cl)cc3)cc(=O)[nH]2)CC1 ?
Pf gametocyte: -28

Results for CCN1C(=NCC(C)C)N[C@@H](c2cccc(C(F)(F)F)c2)C(C(=O)OC)=C1C ?
Pf gametocyte: 20

What do the screens show for `COC(=O)C1=C(C)N(Cc2ccccc2)C(=S)N[C@H]1c1ccc(Br)cc1`?
Pf gametocyte: 17

Results for O=C(Nc1cccc(C(=O)O)c1)/C(=C/c1ccccc1)NC(=O)c1cccc(Br)c1 ?
Pf gametocyte: 0

How did N#CCc1cccnc1Sc1ccc(Cl)cc1 do in these assays?
Pf gametocyte: 3

What do the screens show for `Cc1cc(Cl)c(OCCOCCN2CCN(C)CC2)c(Br)c1`?
Pf gametocyte: -25

Results for CN(C)C(=O)CSc1nnc(-c2ccco2)n1-c1ccccc1 ?
Pf gametocyte: -45

What do the screens show for `Cc1cc(COC(=O)C2N3C(=O)[C@@H](NC(=O)COc4ccccc4)[C@H]3SC2(C)C)on1` (stereo partly specified)?
Pf gametocyte: 2

Results for CN(C)c1ccc(/C=N/NC(=O)CN2CCCCC2)cc1Br ?
Pf gametocyte: 11

How did CCn1cnc2c(NCCc3cccnc3)nc(C#N)nc21 do in these assays?
Pf gametocyte: 20

Results for Oc1ccc(C[C@@H]2CNCCN2CCc2cc(C(F)(F)F)cc(C(F)(F)F)c2)cc1 ?
Pf gametocyte: -7

Results for O=C(NCCc1nc(-c2ccc(F)cc2)no1)c1ccc(F)cc1 ?
Pf gametocyte: 4

What do the screens show for `CCOc1ccccc1C(=O)NC(C)CCc1ccccc1` (stereo unspecified)?
Pf gametocyte: 21

What do the screens show for `Cc1ccc(OCC(O)CNC2CCCC2)cc1C` (stereo unspecified)?
Pf gametocyte: -17

Results for CCOC(=O)C1(Cc2ccccc2)C(=O)Nc2ccccc21 (stereo unspecified) ?
Pf gametocyte: 2

Results for COc1ccccc1-c1oc2ccccc2c1C#CCCCCO ?
Pf gametocyte: 7

How did CCCNC(=S)N1CCC(NC(=O)c2ccc(C)cc2)CC1 do in these assays?
Pf gametocyte: -5

What do the screens show for `NS(=O)(=O)c1ccc(-c2ccc(/C=C3\SC(=O)NC3=O)o2)cc1`?
Pf gametocyte: -27

How did Cc1ccc(C(=O)NC(C(=O)Nc2ccccc2)c2ccccc2)cc1 (stereo unspecified) do in these assays?
Pf gametocyte: -6

How did CCC(CO)Oc1cc(NCc2ccc(OC)cc2)c2ncn(C(C)C)c2c1 (stereo unspecified) do in these assays?
Pf gametocyte: -23

What do the screens show for `COc1cc2cc(CN(Cc3ccc4c(c3)OCO4)C(=O)c3ccco3)c(=O)[nH]c2cc1OC`?
Pf gametocyte: -12

What do the screens show for `COC(=O)c1ccc([C@H](NC(=O)c2ccco2)[C@]2(C)C[C@H]2C2CCCCC2)cc1`?
Pf gametocyte: -15

Results for CCN(CC)C(=O)N1c2ccccc2Sc2ccccc21 ?
Pf gametocyte: -5

How did COc1cc(C(=O)Nc2ccc3ccccc3c2)cc(OC)c1OC do in these assays?
Pf gametocyte: 17

How did CC1(C)C[C@H]2C3=CCC4[C@@]5(C)CC[C@H](O)[C@@](C)(CO)C5CC[C@@]4(C)[C@]3(C)C[C@@H](O)[C@@]2(CO)[C@@H](O)[C@@H]1O (stereo partly specified) do in these assays?
Pf gametocyte: -5

Results for Brc1cccc(CN2CCN(c3ncccn3)CC2)c1 ?
Pf gametocyte: -1

What do the screens show for `CCOc1ccc(NC(=O)CN2C(=O)c3cccc4cccc2c34)cc1`?
Pf gametocyte: -10

What do the screens show for `O=[N+]([O-])c1ccccc1N/N=C/c1ccccc1`?
Pf gametocyte: 3

Results for CCCNC(=O)C(Cc1ccc(OC)cc1)NC(=O)c1ccc(Cl)cc1 (stereo unspecified) ?
Pf gametocyte: -12

What do the screens show for `COc1ccc(NC(=O)N(C)C[C@H]2Oc3ccc(NC(=O)c4ccncc4)cc3C(=O)N([C@H](C)CO)C[C@@H]2C)cc1`?
Pf gametocyte: -11

How did CN1C[C@@H]2[C@@H]3C(=O)N(Cc4ccccc4)C(=O)[C@@H]3[C@](Cc3ccccc3)(C1=O)N2C(=O)c1ccc(C(F)(F)F)cc1 do in these assays?
Pf gametocyte: 16

What do the screens show for `C[C@@H]1CN([C@@H](C)CO)C(=O)c2cccc(NS(C)(=O)=O)c2O[C@H]1CN(C)Cc1ccc(Oc2ccccc2)cc1`?
Pf gametocyte: -16

What do the screens show for `CC1=C(C(=O)OCc2ccccc2)C(c2ccc(Br)cc2)NC(=O)N1CCCC(=O)O` (stereo unspecified)?
Pf gametocyte: 31

What do the screens show for `O=C(CN1C(=O)c2ccccc2C1=O)Nc1cccc(O)c1`?
Pf gametocyte: -16

How did COc1ccccc1CN1CCCC(N2CCN(c3ccccc3OC)CC2)C1 (stereo unspecified) do in these assays?
Pf gametocyte: 10

What do the screens show for `CC1Nc2ncnc(N3CCOCC3)c2N(Cc2ccccc2)C1=O` (stereo unspecified)?
Pf gametocyte: -2

How did C[C@H]1COC(=O)[C@H](CC(=O)OC(C)(C)C)C/C=C\C[C@@H](CC(=O)N[C@@H](CO)Cc2ccccc2)C(=O)N1 do in these assays?
Pf gametocyte: -5

How did C[C@H](CO)N1C[C@H](C)[C@@H](CN(C)C(=O)Nc2ccc(C(F)(F)F)cc2)Oc2c(NS(=O)(=O)c3ccccc3)cccc2C1=O do in these assays?
Pf gametocyte: 5

Results for COc1ccc(C)cc1S(=O)(=O)N1CCc2ccccc2C1 ?
Pf gametocyte: -4

What do the screens show for `Cn1nnnc1Sc1ncnc2scc(-c3ccccc3Cl)c12`?
Pf gametocyte: -20

Results for Cc1ccc(S(=O)(=O)NC(C)C(=O)NCc2ccc(Cl)cc2)cc1 (stereo unspecified) ?
Pf gametocyte: 0

How did Cc1c(O)c(C)c2c(c1O)C(=O)C[C@@H](c1ccccc1)O2 do in these assays?
Pf gametocyte: -1

Results for COc1ccc(-n2c(SCC(N)=O)nnc2-c2ccco2)cc1 ?
Pf gametocyte: 4
